Screening results (PubChem BioAssay)
rCAG binder: r(CAG) repeat RNA binding; AID 651821; 1.3% of 370,000 active; inhibition, % at 3 µM; TO-PRO-1 dye displacement fluorescence;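 active = inhibition above the plate cutoff, the mean of all test compounds on that plate plus 3 SD, cut at about 35% in these data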;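 also: 0% = DMSO alone and 100% = 100 µM mitoxantrone as full dye displacement; higher means more dye released from RNA so lower well fluorescence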
GC-B act: GC-B (human) receptor activation | HEK293-GC-B cells, CNP EC30, cGMP TR-FRET; 0% at EC30 CNP, 100% saturating CNP | activation, % at 10 µM | 0.11% of 370,000 active | AID 1920062;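 active = activation at 10 µM reaching about 35% in either raw or pattern-adjusted values, limit read from the data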
Target sequence (P20594 whole entry, looked up): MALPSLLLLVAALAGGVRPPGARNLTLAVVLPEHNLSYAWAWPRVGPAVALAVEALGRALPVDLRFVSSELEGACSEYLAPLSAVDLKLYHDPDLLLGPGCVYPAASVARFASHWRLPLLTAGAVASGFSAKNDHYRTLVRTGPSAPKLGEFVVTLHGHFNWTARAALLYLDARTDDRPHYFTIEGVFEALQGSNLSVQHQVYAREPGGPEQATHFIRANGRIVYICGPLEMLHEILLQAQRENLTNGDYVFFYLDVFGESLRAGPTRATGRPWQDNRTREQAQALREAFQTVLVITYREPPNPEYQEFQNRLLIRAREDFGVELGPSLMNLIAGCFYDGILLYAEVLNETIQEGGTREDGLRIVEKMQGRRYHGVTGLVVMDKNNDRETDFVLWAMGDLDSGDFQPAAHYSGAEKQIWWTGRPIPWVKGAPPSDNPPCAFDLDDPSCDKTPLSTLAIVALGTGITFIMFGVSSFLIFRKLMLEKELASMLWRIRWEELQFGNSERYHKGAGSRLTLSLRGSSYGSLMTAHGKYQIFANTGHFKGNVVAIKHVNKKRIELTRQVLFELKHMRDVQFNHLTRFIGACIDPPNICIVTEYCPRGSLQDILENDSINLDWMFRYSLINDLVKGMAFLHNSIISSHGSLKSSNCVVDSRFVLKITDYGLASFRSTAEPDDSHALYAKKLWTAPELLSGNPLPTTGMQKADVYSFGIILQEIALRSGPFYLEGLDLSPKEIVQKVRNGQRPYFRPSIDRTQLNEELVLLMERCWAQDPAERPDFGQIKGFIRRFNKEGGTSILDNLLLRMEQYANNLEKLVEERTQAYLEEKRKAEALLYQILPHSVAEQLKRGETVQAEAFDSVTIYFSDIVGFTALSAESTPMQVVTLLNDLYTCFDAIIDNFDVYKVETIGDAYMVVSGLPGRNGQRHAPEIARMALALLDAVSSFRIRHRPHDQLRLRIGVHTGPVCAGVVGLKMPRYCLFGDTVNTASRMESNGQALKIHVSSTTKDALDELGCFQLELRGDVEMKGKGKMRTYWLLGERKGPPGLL
mABHD4 FP: ABHD4 (mouse) inhibition, primary FP screen | purified mABHD4, FP-Rh probe fluorescence polarization | 0.54% of 370,000 active | Q8VD66 | AID 720543 | inhibition, % at 8.92 µM;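 active = inhibition exceeding the mean over every tested compound plus 3 SD, cut at about 30% in these data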;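 also: 0% = plate median of compound wells and 100% = S159A mutant with DMSO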
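Doses – 8.92 µM, single dose · Material – wild-type mouse ABHD4 protein · Replication – single well per compound (singlicate) · Measure – percent inhibition of probe binding, normalized to plate controls · Schedule – 45 min compound pre-incubation plus 60 min probe step, 25 °C · Detection – fluorescence polarization with parallel and perpendicular emission, 525/598 nm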
SIAE primary: blocks human sialic acid acetylesterase; inhibition, % at 9.66 µM; Q9HAT2; 0.69% of 370,000 active; AID 1053197; SIAE FP-Rh probe binding, fluorescence polarization;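 active = inhibition above a cutoff: mean of compounds within the control limits plus 3 SD of those, cut at about 17% in these data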;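 also: 0% = plate median of compound wells and 100% = probe without SIAE protein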
TDP2 absorb: blocks human TDP2 phosphodiesterase activity; O95551; 0.34% of 370,000 active; recombinant TDP2, T5PNP hydrolysis, p-nitrophenol absorbance 415 nm; inhibition, % at 12.8 µM;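 active = inhibition above the mean of all tested compounds plus 3 SD, set per campaign, cut at about 25% in these data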;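 also: 0% = DMSO with enzyme and 100% = buffer with substrate but no TDP2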
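test system = human TDP2 enzyme | input = TDP2 enzyme at 120 nM final | medium = 50 mM Tris-HCl pH 7.5 with Mg2+, KCl, DTT, BSA | also added = T5PNP substrate, 5 mM | times = 2 h at 37 °C | technique = epi absorbance | benchmarks = high control without enzyme, low control DMSO plus TDP2 | replication = each compound tested once, singlicate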
HTRA1 inh: inhibitors of human serine peptidase HTRA1. inhibition, % at 5.96 µM. AID 504803. recombinant HTRA1, FP-rhodamine activity-based probe, fluorescence polarization. Q92743. 0.5% of 340,000 active; in the data active = inhibition above about 36%;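 also: 0% = enzyme with DMSO and 100% = wells lacking enzyme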
PRMT1 FP inh: inhibitors of human PRMT1 | Q99873 | inhibition, % at 2.79 µM | 1.3% of 370,000 active | recombinant PRMT1, activity-based probe fluorescence polarization;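 active = inhibition above about 21% made by adding two undisclosed values, limit read from the data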
LEDGF integ inh: blocks HIV-1 LEDGF/p75-dependent DNA integration; inhibition, % at 3.7 µM; TR-FRET IN-LEDGF/p75 DNA integration, Eu/Cy5; 0.64% of 370,000 active; AID 743269;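 active = inhibition above the screen-wide mean plus 3 SD, cut at about 13% in these data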;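 also: signal is the Cy5 over europium emission ratio at 671 and 618 nm; 0% = plate median of compound wells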
TCR-CD3 inh: blocks the human TCR-CD3 interaction. TAMRA-labeled TCR probe fluorescence, biochemical. inhibition, % at 9.4 µM. AID 651800. 0.37% of 360,000 active; in the data active = inhibition above about 19%;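 also: recombinant mutant TCR 2C K166C tagged with TAMRA read by polarization; 0% = receptor in buffer alone and 100% = receptor with positive control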
MBD2 DNA inh: inhibitors of human MBD2 binding to methylated oligonucleotide; Q9UBB5; TR-FRET; inhibition, % at 4.4 µM; 0.31% of 370,000 active; AID 686964; in the data active = inhibition above about 13%
An asterisk follows results filed as active; . = no result given. These rows are one share of the data; rates above refer to the full screens.

SMILES	rCAG binder	GC-B act	mABHD4 FP	SIAE primary	TDP2 absorb	HTRA1 inh	PRMT1 FP inh	LEDGF integ inh	TCR-CD3 inh	MBD2 DNA inh
CC(C)(C)c1cc(CCC(=O)N2CCNCC2)c(C(C)(C)C)cc1O	-3	-6	3	6	6	-22	3	3	-6	-5
O=c1c2cn[nH]c2nc(SCc2ccccc2F)n1-c1ccc(Br)cc1	6	0	-27	-11	2	-43	4	0	-3	-1
Cc1ccc(-c2nnc(N3CCCCC3)c3ccccc23)cc1	-6	-1	-5	3	-9	-17	3	0	-2	2
O=C1c2ccccc2NC(c2ccccc2)N1NS(=O)(=O)c1ccccc1 (centres undefined)	-3	2	-6	-2	-2	-2	-5	-1	4	5
NS(=O)(=O)c1ccc(NC(=S)N2CCCC2)cc1	0	-1	-6	3	14	4	6	-2	3	-2
C/C(=N\O)c1ccc2[nH]ccc2c1	1	-2	0	-5	10	2	1	-1	-1	0
CCOC(=O)C1CCN(C(=O)c2cccc(C(=O)N3CCC(C(=O)OCC)CC3)c2)CC1	-5	2	-3	-9	-21	7	0	5	12	4
CC1CCCN(CC(=O)Nc2ccc(S(=O)(=O)N3C(C)CCCC3C)cc2)C1 (centres undefined)	-1	0	3	-3	-4	-7	-3	-3	0	-3
O=C(CCC(=O)N(CC(=O)NC1CCCCC1)c1ccc(F)cc1)Nc1ccccn1	4	-9	4	7	11	6	0	1	0	4
C=CCSc1nc(O)c(CC)c(=O)n1C(C)CC (centres undefined)	2	8	-6	-10	-1	0	2	-2	-10	3
CCCCc1ccc(Nc2nc(N3CCOCC3)nc(N3CCOCC3)n2)cc1	0	-2	2	-4	5	2	-1	3	3	-5
CCOC(=O)C1CCCN(Cc2ccccc2Cl)C1 (centres undefined)	-7	0	5	-1	5	3	0	16*	-3	0
Cc1ccccc1-n1nc2c(c1NC(=O)C1CC1)CS(=O)(=O)C2	4	3	6	-1	12	2	3	-4	-2	7
CCCCNC(=O)OCC(CC)NC(=O)OC(C)C (centres undefined)	-7	7	5	0	-8	0	-2	-1	6	4
CCOC(=O)c1cc2c(c(CCO)n1)[C@@H](CCO)N(S(=O)C(C)(C)C)C2 (some centres undefined)	6	3	3	-4	-5	1	3	3	4	-2
O=C(NCCOc1ccccc1Cl)C(=O)NCCOc1ccccc1Cl	-2	0	-5	-2	-4	0	-2	2	-1	-3
O=C(C[n+]1ccc2ccccc2c1)c1ccccc1	-2	6	4	-3	13	0	-2	-3	0	-5
Cc1ccc(C)c(NC(=O)Cn2nnc(-c3ccncc3)n2)c1	2	0	-1	0	2	.	4	2	.	0
C/C(=N\OCC(=O)Nn1c(=O)[nH]c2ccccc2c1=O)c1ccccc1	0	4	-1	-1	2	-2	2	1	-4	-4
COc1cc(C2NC(=O)CCC2[N+](=O)[O-])c(OC)cc1Br (centres undefined)	-2	1	-5	3	1	-5	5	4	6	-1
C/C(=N\NC(=O)c1c(Br)cnn1C)c1ccc(NC(=O)c2ccc(F)cc2)cc1	0	2	4	2	2	4	2	-5	-2	2
O=C1Nc2ccccc2C(=O)N2[C@H](c3cccc(Br)c3)[C@@H]3C(=O)N(Cc4ccccc4)C(=O)[C@@H]3[C@H]12	5	0	-1	0	0	-10	-1	2	-1	-4
CC1=C(C#N)CCC(=O)N1Cc1c(F)cccc1Cl	-3	1	4	-3	0	0	-1	-1	0	3
S=C(N/N=C/c1ccc(Cl)c(Cl)c1)Nc1ccccc1Cl	8	-3	1	-4	10	-6	0	-1	2	2
CC(=O)/C(N=Nc1ccc(SC(F)F)cc1)=C(\C)O	-3	4	-1	-4	-2	-8	8	-2	1	-4
Cc1cc(=O)n(CC=C(Cl)Cl)c2ccccc12	1	5	-2	-3	5	-4	0	0	4	1
Cc1cc(Cl)c(S(=O)(=O)N2CCCC2)cc1OCC(N)=O	-3	1	6	-2	4	-23	1	4	-1	-6
Cc1ccc(SCc2nc(N)nc(Nc3ccccc3C)n2)cc1C	5	2	-19	-11	-1	-18	1	4	-4	1
CN(C)CCCNC(=O)C1(O)c2cc(Br)ccc2NC(=O)N1c1c(F)cccc1F (centres undefined)	8	2	-5	0	0	-7	3	4	-1	1
C=CCNC(=S)/N=c1/ccccn1CC	-3	2	-9	2	-2	0	5	-2	-4	-7
O=C(Cn1nnc(-c2ccc(S(=O)(=O)N3CCCC3)cc2)n1)NCC1CCCO1 (centres undefined)	-2	6	7	0	2	4	-3	-1	-5	0
CCOC(=O)c1[nH]c2ccccc2c1NC(=O)C(CC)CC	2	2	1	-4	-4	-4	-3	0	2	-2
Cc1cc(C)c(O)c(-c2cc(C(=O)Nc3ccc(S(=O)(=O)N4CCOCC4)cc3)[nH]n2)c1	27	3	-148	-184	2	-62	-1	-3	7	-4
COCCCN(C(=O)c1ccc(N2CCCC2=O)cc1)c1c(N)n(Cc2ccccc2)c(=O)[nH]c1=O	6	2	0	-5	-18	8	1	1	-12	-1
CC(C)N(Cc1nc(-c2ccc(Cl)cc2)no1)Cc1nccn1C	-9	2	-6	2	2	-7	0	7	1	-4
O=C(CN1C(=O)NC2(CCCc3ccccc32)C1=O)Nc1ccccc1OC(F)F (centres undefined)	1	-1	-3	0	3	3	-3	3	-3	-2
Cc1ccnc(NC(=O)CNC(=O)c2cccs2)c1	-1	1	5	2	6	2	0	2	-4	3
CC(=O)c1c(C)[nH]c(C2=NNC(=NC(C)(C)C)SC2)c1C	4	1	5	11	7	3	9	-6	-1	0
CCOc1ccccc1C(=O)NCC(=O)OCCOc1cccc(Cl)c1	-8	-9	-1	-8	-12	-8	-3	-2	3	-2
COc1ccc(CCN2C(=O)CC(C(N)=O)SC2=Nc2ccccc2)cc1OC (centres undefined)	-6	1	-7	4	2	-1	-2	2	1	-3
O=C1Cc2cc(S(=O)(=O)N3CCN(c4ccccc4)CC3)ccc2N1	16	6	16	4	-3	-15	4	2	-3	6
COc1cc(CNC(C)C)c(Br)cc1OC1CCCC1	-3	8	1	7	-9	1	-1	1	7	1
Cc1noc(C)c1COc1cccc(C(=O)N2CCc3ccccc32)c1	-6	-4	-2	2	7	-3	-1	-1	1	-3
CC(=O)Nc1ccc(S(=O)(=O)N(C)CC(=O)OCC(=O)NCc2ccco2)cc1	-2	6	-1	-3	-5	6	0	1	3	0
O=C(CSc1nnc(-c2ccc(Br)cc2)o1)Nc1cccc(C(=O)O)c1	20	-1	2	-4	-6	4	1	-3	0	5
Nc1ccc(S(=O)(=O)Nc2ccccn2)cc1	0	4	5	-4	1	1	-1	-1	3	2
COc1ccc(OC)c(S(=O)(=O)NCC2CCCO2)c1 (centres undefined)	-1	-14	1	-4	-5	0	1	1	-3	1
O=C(CCNc1cccc(F)c1)c1cccc([N+](=O)[O-])c1	3	-4	2	-3	4	-5	41*	-9	1	1
FC(F)(F)c1ccccc1NC(=S)Nn1cnnc1	-1	0	9	7	9	5	1	-5	-3	3
Cc1ccc(NC(=O)COC(=O)[C@@H]2CCCN2C(=O)c2cccs2)cc1S(=O)(=O)N(C)C	6	-2	4	4	-9	8	3	-2	0	5
O=C(NCCN1CCCCC1)c1c(O)c2ccccc2[nH]c1=O	2	-2	8	-2	-5	-2	2	-1	-11	0
CNC(=O)/C(C#N)=C/c1c(F)cccc1Cl	-2	9	1	2	-2	-3	-3	0	-3	2
CC1(C)Cc2c(c(-c3ccco3)nc3sc4c(NCCN5CCOCC5)ncnc4c23)CO1	4	3	-3	-2	0	-18	11	-3	-7	-3
Cc1ccc(C(=O)C(C(=O)/C=C/c2ccccc2)=C2SCCCS2)cc1	4	-2	-7	-5	-4	-29	2	1	-9	-4
CCOc1ccc(N2C(=O)CC(N3CCC(O)(c4ccc(Br)cc4)CC3)C2=O)cc1 (centres undefined)	-5	-2	-1	3	-10	1	56*	-2	-1	-3
Cc1ccc(NC(=O)C(=O)NCCCN2CCCC2=O)cc1	-1	3	3	4	-2	1	0	-6	6	-6
O=c1[nH]c(SCc2ccc(F)cc2Cl)nc2ccccc12	3	-4	-3	7	2	-2	-2	0	-2	-1
Cc1ccc(NC(=O)CSc2nc(=O)n3cc(C)ccc3n2)c(C)c1	-5	-1	8	-5	-2	2	-2	-6	-14	-1
CCOc1ccc(C(=O)Nc2ccc(S(=O)(=O)Nc3cc(C)on3)cc2)cc1	39*	1	-3	-3	-6	-4	2	-7	0	2
COC(=O)c1ccc(/C=C(/NC(=O)c2ccccc2)C(=O)N2CCOCC2)cc1	-5	-3	-1	5	-9	0	-3	0	2	3

Entries of single compounds, looked up by structure. Order of values: rCAG binder, GC-B act, mABHD4 FP, SIAE primary, TDP2 absorb, HTRA1 inh, PRMT1 FP inh, LEDGF integ inh, TCR-CD3 inh, MBD2 DNA inh
O=c1[nH]c(SCc2ccc(F)cc2Cl)nc2ccccc12 is entered as 3, -4, -3, 7, 2, -2, -2, 0, -2, -1
FC(F)(F)c1ccccc1NC(=S)Nn1cnnc1 is entered as -1, 0, 9, 7, 9, 5, 1, -5, -3, 3
COC(=O)c1ccc(/C=C(/NC(=O)c2ccccc2)C(=O)N2CCOCC2)cc1 is entered as -5, -3, -1, 5, -9, 0, -3, 0, 2, 3
Cc1ccc(NC(=O)CSc2nc(=O)n3cc(C)ccc3n2)c(C)c1 is entered as -5, -1, 8, -5, -2, 2, -2, -6, -14, -1

The results go on.
SMILES	rCAG binder	GC-B act	mABHD4 FP	SIAE primary	TDP2 absorb	HTRA1 inh	PRMT1 FP inh	LEDGF integ inh	TCR-CD3 inh	MBD2 DNA inh
O=C(c1cccc(Cl)c1)N1CCC(=O)N(C(COCc2ccccc2)Cc2ccccc2)CC1 (centres undefined)	-3	-14	-3	6	-3	-13	-3	3	5	-7
COc1ccc(C)cc1N(C(=O)COc1cccc(F)c1)c1nc2ccccc2s1	2	-4	2	-14	-1	-4	2	-3	-3	-3
CC(=O)c1ccc(S(=O)(=O)NCc2ccc(C(=O)NCC(c3ccccc3)N(C)C)cc2)cc1 (centres undefined)	8	0	-17	-7	-18	-13	-6	8	-5	0
COCCCn1c(SCC(=O)O)nc2cc(OC)c(OC)cc2c1=N	0	-2	0	-5	8	.	-2	0	-2	2
CCCc1ccc(OCc2ccc(C(=O)O)o2)c(OC)c1	4	3	7	5	6	3	-2	2	4	-4
Fc1ccc(-c2csc3ncnc(Cl)c23)cc1	-1	0	11	1	6	0	2	-1	3	-2
O=C(Nc1ccc(F)cc1)Nc1ccc2c(c1)CCC2	1	1	10	-1	-8	0	4	1	7	-2
CCC(=O)NNc1ccc(Br)cc1	1	2	6	5	12	1	1	-1	4	1
Cc1cccc(NC(=O)CSCC(=O)N2CCN(Cc3ccc4c(c3)OCO4)CC2)c1	-9	-5	5	-1	-6	-4	2	-6	-4	-1
Cc1ccc(O)c(C(=O)c2cnn(C(=O)Cc3csc(C)n3)c2)c1	-2	-3	5	2	-18	1	1	1	-7	0
CC(C)CNC(=O)c1cc2nc(C3CC3)cc(C(F)(F)F)n2n1	-8	1	0	-3	9	-11	0	-3	7	-2
COc1ccc(NC(=O)CN(c2ccccc2F)S(=O)(=O)c2ccc(C)cc2)cc1	-2	-2	-4	-2	2	-9	-1	3	-6	2
